Gal4-VP16 FLuc: VP16 counterscreen qHTS for inhibitors of ROR gamma transcriptional activity; Potency, µM (series often up to 53.6 µM), for the others: top-dose activity, negative = inhibition, usual class: inhibitors; Drosophila S2 Gal4-VP16 UAS-luciferase, luminescence, 20 h; 310,000 tested, 3.5% active;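 also: Gal4-VP16 expression switched on by copper sulfate through the metallothionein promoter; potency is read from the fitted curve at half-maximal effect; % is scaled to controls: 0 for no effect and ±100 for the full control effect; nearly all actives have a fitted effect of over 50% in size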
NPC1 prom act: qHTS Assay for NPC1 Promoter Activators; Huh7 NPC1 promoter luciferase reporter, 24 h; Potency, µM (top dose mostly 9.22 µM), without a hit: top-dose activation, usual class: activators; 320,000 tested, 2.4% active; AID 485313, 2010;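 also: potency is read from the fitted curve at half-maximal effect; % of control where 0% means no effect; nearly all actives have a fitted effect of over 60% in size; reporter is driven by a mutant NPC1 promoter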
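In 1536-well qHTS, Huh7 cells harboring an NPC1 promoter–luciferase construct received compound for 24 h; activation was quantified by luminescence following luciferase reagent addition.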
KCNH2 3.1 block: qHTS for Inhibitors of KCHN2 3.1: Mutant qHTS; activity change, % (tested at about 1.8 µM); Potassium voltage-gated channel subfamily H member 2, brain isoform KCNH2 3.1 (human); U2OS KCNH2 3.1, thallium flux FluxOr; hits give low values; AID 720553, 2013; 340,000 tested, 0.95% active;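 active = maximum activity change below -70%; inconclusive = maximum activity change from -70% to -50%; inactive = maximum activity change above -50%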;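 also: thallium influx rate constant from kinetic fluorescence after stimulation buffer; % is scaled to controls: 0 for no effect and ±100 for the full control effect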
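FluxOr-based Tl+ influx in U2OS cells transduced with KCNH2 3.1 virus; rate constants normalized to DMSO controls.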
Rab9 prom act: qHTS Assay for Rab9 Promoter Activators. Huh7 Rab9 promoter-luciferase reporter, luminescence, 24 h. Potency, µM (series often up to 9.22 µM), inactives show top-dose activation, negative = inhibition, actives largely listed as activators. 320,000 tested, 2.8% active; also: potency is read from the fitted curve at half-maximal effect; % of control where 0% means no effect; nearly all actives have a fitted effect of over 60% in size
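Promoter activation is measured as luciferase luminescence in Huh7 cells stably transfected with a Rab9 promoter–luciferase construct, following 24 h compound exposure at 37 °C and 10 min reagent incubation at ambient temperature.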
uPA generation: qHTS for Inhibitors of Cell Surface uPA Generation. 330,000 tested, 0.31% active. AID 540303, 2011. cell surface uPA generation assay, qHTS. Potency, µM (series often up to 38.3 µM), for the others: at the highest dose activity change, negative = inhibition, most hits filed as inhibitors; active = well fitted inhibition curve with a large enough effect; inconclusive = small, poorly fitted or top-dose-only effect; inactive = no such curve, though single readings can be large or run the other way; tested in mouse RAW 264.7 cells; also: potency is read from the fitted curve at half-maximal effect; % is scaled to controls: 0 for no effect and ±100 for the full control effect; nearly all actives have a fitted effect of over 55% in size
RORg inh: qHTS for inhibitors of ROR gamma transcriptional activity | Potency, µM (doses to about 53.6 µM), for inactives: at the highest dose activity change, negative = inhibition, actives largely listed as inhibitors | Drosophila S2 Gal4-RORgamma UAS-luciferase reporter, 20 h | Nuclear receptor ROR-gamma (Mus musculus), P51450 | 310,000 tested, 5.4% active; also: potency is read from the fitted curve at half-maximal effect; % is scaled to controls: 0 for no effect and ±100 for the full control effect; nearly all actives have a fitted effect of over 60% in size
Target sequence (P51450 whole entry, looked up, the tested form may be a part): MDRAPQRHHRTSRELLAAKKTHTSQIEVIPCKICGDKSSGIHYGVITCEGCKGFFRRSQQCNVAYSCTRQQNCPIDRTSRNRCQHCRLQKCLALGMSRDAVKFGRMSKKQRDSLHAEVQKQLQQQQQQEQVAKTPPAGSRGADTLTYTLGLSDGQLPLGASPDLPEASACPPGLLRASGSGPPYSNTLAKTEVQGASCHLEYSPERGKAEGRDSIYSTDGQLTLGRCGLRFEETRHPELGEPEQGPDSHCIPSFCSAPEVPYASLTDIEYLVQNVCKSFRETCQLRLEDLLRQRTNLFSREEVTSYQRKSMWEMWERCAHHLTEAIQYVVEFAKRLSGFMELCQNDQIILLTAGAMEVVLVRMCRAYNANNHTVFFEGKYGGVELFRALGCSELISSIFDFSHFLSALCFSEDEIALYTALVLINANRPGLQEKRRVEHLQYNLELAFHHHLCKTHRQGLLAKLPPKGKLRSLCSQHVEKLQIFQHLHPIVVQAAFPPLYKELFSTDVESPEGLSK
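Using a luciferase readout, inhibitors were identified by reduced reporter activity in Drosophila cells coexpressing a copper-inducible Gal4–ROR gamma fusion and UAS-driven Photinus luciferase, incubated 20 hr after 700 uM copper sulfate.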
FLuc counter: qHTS profiling assay for firefly luciferase inhibitor/activator using purifed enzyme and Km concentrations of substrates (counterscreen for miR-21 project). purified FLuc, Km substrates, luminescence inhibition. Luciferin 4-monooxygenase (Photinus pyralis), P08659. Potency, µM (titrated, usually from 57.5 µM), without a hit: at the top dose activity change, negative = inhibition, hits mostly inhibitors. 360,000 tested, 6.9% active. AID 588342, 2011;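 also: potency is read from the fitted curve at half-maximal effect; plate controls were vehicle for no effect and reference inhibitor for full effect; nearly all actives have a fitted effect of over 55% in size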
Target sequence (P08659 whole entry, looked up): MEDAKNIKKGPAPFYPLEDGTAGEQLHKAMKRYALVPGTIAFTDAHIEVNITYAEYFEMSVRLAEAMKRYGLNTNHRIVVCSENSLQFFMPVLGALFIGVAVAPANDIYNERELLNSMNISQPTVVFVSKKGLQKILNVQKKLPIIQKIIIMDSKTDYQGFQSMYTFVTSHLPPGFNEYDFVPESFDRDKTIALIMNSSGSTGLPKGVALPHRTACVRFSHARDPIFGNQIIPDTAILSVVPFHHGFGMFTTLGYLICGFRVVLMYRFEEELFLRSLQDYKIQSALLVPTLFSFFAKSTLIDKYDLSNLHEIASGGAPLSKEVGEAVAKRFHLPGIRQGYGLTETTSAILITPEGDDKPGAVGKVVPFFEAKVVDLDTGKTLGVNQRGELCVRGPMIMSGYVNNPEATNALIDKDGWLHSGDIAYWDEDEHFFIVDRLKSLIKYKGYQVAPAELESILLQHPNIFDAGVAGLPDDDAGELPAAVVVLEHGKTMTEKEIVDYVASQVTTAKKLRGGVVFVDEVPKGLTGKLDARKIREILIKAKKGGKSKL
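Biochemical qHTS of compounds, final roughly 60 µM downward over six points, against 10 nM purified firefly luciferase using Km concentrations of substrates (10 uM D-luciferin, 10 uM ATP) in Tris acetate pH 7.5 buffer; luminescence output.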
Tb PFK inh: qHTS Assay to Find Inhibitors of T. brucei phosphofructokinase | T. brucei PFK, ADP-Glo luminescence | Potency, µM (highest dose often 57.5 µM), inactives show top-dose activity, negative = inhibition, usual class: inhibitors | 330,000 tested, 0.17% active | AID 485367, 2010;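 also: potency is read from the fitted curve at half-maximal effect; 0% = uninhibited 1x PFK enzyme wells and -100% = no-enzyme wells; nearly all actives have a fitted effect of over 60% in size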
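Activity is normalized to no-enzyme wells (full inhibition) and 1.25 nM enzyme wells (no inhibition). Reaction: 0.5 mM F6P, 0.1 mM ATP, 45 min RT, ADP-Glo luminescence; concentration-response curves fitted and classed by quality.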
ELG1 genotoxic: qHTS screen for small molecules that induce genotoxicity in human embryonic kidney (HEK293T) cells expressing luciferase-tagged ELG1; HEK293T ELG1-luciferase reporter, luminescence, 16 h; 330,000 tested, 1.3% active; Potency, µM (highest dose often 46 µM), for the others: top-dose activity change, positive = activation, usual class: activators; also: potency is read from the fitted curve at half-maximal effect; % of control where 0% means no effect; nearly all actives have a fitted effect of over 60% in size
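Step 1: seed 2,000 HEK293T ELG1-luciferase cells per well. Step 2: add compound or DMSO, incubate 16 hr at 37 °C. Step 3: ONE-Glo, 30 min at room temperature, read luminescence.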
Coupling enz: qHTS Assay for Inhibitors of Fructose-1,6-bisphosphate Aldolase from Giardia Lamblia: Coupling assay counterscreen; coupling enzyme system counterscreen, AmpLite Red fluorescence; activity change, negative = inhibition, % at 58.2 µM, hits read low; 290,000 tested, 0.67% active; in the data active = activity change below about -30%; also: % is scaled to controls: 0 for no effect and ±100 for the full control effect
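Counterscreen lacking aldolase: glyceraldehyde-3-phosphate coupling-enzyme reagent preincubated 10 min at RT with compound (at 57.5 uM final), then substrate/coupling system with AmpLite Red added; fluorescence read at 525/598 nm after 20 min RT.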
Giardia killer: Small Molecules that selectively kill Giardia lamblia: qHTS; activity change, % at 7.66 µM, hits read low; 340,000 tested, 0.15% active; Giardia lamblia trophozoite viability; in the data active = activity change below about -80%; inconclusive = between about -30% and that limit;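 also: parasites exposed to compound for two days anaerobically before the ATP read; % is scaled to controls: 0 for no effect and ±100 for the full control effect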
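Each well holds 100 Giardia trophozoites and compound. After two days (48 hrs) at 37 deg C in anaerobic conditions, ATP is quantified by luminescence.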
Numbers without * were called inactive; ? = inconclusive; . = no result given; [ ] = another dose, or the depositor's remark. Unless noted, calls follow the shape of the dose curve; as a rule, active = well fitted curve in the direction sought with a large enough effect; inconclusive = small, poorly fitted or top-dose-only effect, or another doubt; inactive = no such curve, though single readings can be large; an effect the other way counts as inactive or inconclusive.

1) O=C(CSc1ncnc2sccc12)Nc1ccccc1F
2) Cc1ccc(C(=O)CC2(O)C(=O)N(C)c3ccccc32)o1 (stereo not given)
3) O=[N+]([O-])c1cccc(S(=O)(=O)Nc2ccc(Cc3ccncc3)cc2)c1
4) COC(=O)c1c(-c2ccccc2)csc1N1C(=O)Nc2ccccc2N1O
5) CSc1nnc(NC(=O)c2cccc(S(=O)(=O)N3CCOCC3)c2)s1
6) CC(=O)Nc1ccc(N2S(=O)(=O)c3ccccc3S2(=O)=O)cc1
7) COc1ccc(CN2CCN(c3ccccc3OC)CC2)c(OC)c1
8) O=C(NCC1CCCO1)c1ccccc1-c1nc(-c2ccccc2)no1 (stereo not given)

screen / no.	1	2	3	4	5	6	7	8
ELG1 genotoxic	0%	3%	-2%	?	11%	1%	-8%	5%
Rab9 prom act	-4%	-1%	-3%	2.8µM*	23%	-5%	-10%	5%
Giardia killer	5	-8	11	3	-6	7	-27	1
Coupling enz	1	1	2	9	.	-1	4	-1
KCNH2 3.1 block	-8	17	-3	4	6	-4	2	20
FLuc counter	-11%	15%	0%	4.8µM*	?	0%	-7%	?
Tb PFK inh	-6%	0%	0%	2%	-4%	10%	-1%	-1%
NPC1 prom act	-1%	2%	-1%	?	15%	-3%	2%	-1%
uPA generation	2%	1%	-6%	?	-6%	-6%	16%	-1%
RORg inh	5%	6%	?	-26%	-16%	4%	-1%	?
Gal4-VP16 FLuc	15%	0%	?	5%	18%	5%	2%	-4%

9) N#Cc1ccc(C(=O)OCC(=O)NC(=O)NC2CCCCC2)cc1
10) CCOC(=O)N1CCN(C(=O)c2cccc(S(=O)(=O)Nc3ccc(OC)cc3)c2)CC1
11) Cc1ccc(S(=O)(=O)C2(C(=O)NC3CCCCC3C)CC2)cc1 (stereo not given)
12) Cc1cc(=O)oc2c3c(cc(OCC(=O)N4CCC(C(=O)O)CC4)c12)OC(C)(C)CC3
13) CC(=O)n1cc([C@H]2C=C(C(=O)O)O[C@@H](OCCCCO)C2)c2ccccc21
14) COc1ccc(NC(=O)CCC(=O)c2cccs2)c(OC)c1
15) CC[C@]1(c2ccccc2)C(=O)N(C(=O)OC)N1C(=O)OC
16) O=P1(Nn2cnnc2)C=C(c2ccccc2)OC(c2ccccc2)=C1

screen / no.	9	10	11	12	13	14	15	16
ELG1 genotoxic	0%	3%	0%	7%	3%	26%	0%	1%
Rab9 prom act	-3%	-2%	6%	-4%	0%	14%	-4%	-16%
Giardia killer	5	-26	-28	8	-7	1	-15	12
Coupling enz	.	.	-5	0	5	0	-1	0
KCNH2 3.1 block	1	4	-6	13	12	-16	3	18
FLuc counter	.	6%	8%	-3%	0%	?	-14%	3%
Tb PFK inh	-8%	-2%	0%	2%	-3%	-4%	0%	-2%
NPC1 prom act	-1%	-6%	-2%	5%	-2%	18%	-6%	-1%
uPA generation	8%	19%	2%	-11%	-10%	0%	-3%	6%
RORg inh	.	.	3%	18%	-13%	15%	-27%	-10%
Gal4-VP16 FLuc	.	.	-9%	3%	9%	-21%	-3%	-2%

17) COc1ccc(-c2cnc(N)nc2-c2ccc(OC)cc2O)cc1
18) O=C(Nc1ccccc1C(=O)O)c1cccc(NC(=O)c2ccco2)c1
19) CC(C)N1C/C(=C/c2cccnc2)C(=O)/C(=C/c2cccnc2)C1
20) CCN(CC(=O)Nc1ccccc1OC)Cc1csc(CC(=O)Nc2ccc(C)cc2)n1
21) COCCOC(=O)C1=C(C)N=C2SCCC(=O)N2C1c1ccc(OC(=O)c2ccco2)cc1 (stereo not given)
22) CCOC(=O)c1c(NC(=O)c2nn(CC)cc2Br)c(C#N)nn1-c1ccccc1
23) COc1ccc(/C=C/C(=O)OCC(=O)Nc2ncc(Cl)cc2Cl)cc1
24) CC1Cc2nc(SCC(=O)Nc3ccccc3F)n(C)c(=O)c2S1 (stereo not given)

screen / no.	17	18	19	20	21	22	23	24
ELG1 genotoxic	-14%	-1%	-18%	-3%	3%	-14%	0%	0%
Rab9 prom act	2%	13%	-39%[inhibitor]	.	-4%	-9%	.	1%
Giardia killer	-2	-5	2	4	10	-9	12	3
Coupling enz	-10	-1	2	.	6	-1	.	4
KCNH2 3.1 block	0	10	4	-7	-2	11	-8	-6
FLuc counter	-1%	15µM*	-1%	.	-13%	0%	.	-1%
Tb PFK inh	-1%	22%	0%	-3%	3%	-5%	-8%	0%
NPC1 prom act	1%	4%	-2%	.	0%	-1%	.	-1%
uPA generation	1%	-3%	?	3%	.	6%	6%	0%
RORg inh	28%	1%	?	.	3%	-2%	.	9%
Gal4-VP16 FLuc	-2%	5%	?	.	5%	3%	.	-15%

25) Cc1ccc(-c2c[n+](CC(=O)c3cccs3)c3n2CCC3)cc1
26) CN1/C(=C/C(=O)C2CC2)C(C)(C)c2ccccc21
27) Oc1ccc(/C=N/Nc2nc(-c3cccnc3)nc3ccccc23)c(O)c1
28) Cc1ccc(O)c(-c2cc(-c3ccccc3F)[nH]n2)c1
29) COc1cc(Br)c(CNc2cc(C)ccc2C)cc1OC
30) O=C(CN(c1ccccc1)S(=O)(=O)c1ccccc1[N+](=O)[O-])Nc1ccccc1C(=O)N1CCOCC1
31) COc1cc(NC(=O)CN(c2ccc(C)cc2)S(=O)(=O)c2c(C)n[nH]c2C)cc(OC)c1
32) CCC(OC(=O)CN1C(=O)C(=O)c2ccccc21)C(=O)Nc1ccc(S(N)(=O)=O)cc1 (stereo not given)
33) CC(C)(C)NC(=O)C(c1ccc(F)cc1)N(C(=O)CCC(=O)Nc1ccccn1)C1CCCC1 (stereo not given)
34) O=C(Nc1csnn1)c1csnn1
35) Fc1ccc(CNC(=S)Nc2ccc(Cl)cc2)cc1

screen / no.	25	26	27	28	29	30	31	32	33	34	35
ELG1 genotoxic	-11%	-4%	-3%	11µM*	-5%	-3%	-8%	-9%	-9%	1%	-7%
Rab9 prom act	-7%	-3%	4%	0%	-9%	-4%	-3%	-1%	-8%	-4%	-8%
Giardia killer	3	6	-3	5	-22	-6	11	-14	-10	-9	-5
Coupling enz	3	0	-5	-2	-2	1	4	-10	0	-1	0
KCNH2 3.1 block	0	-7	1	1	-2	11	?	-11	5	-1	-1
FLuc counter	-2%	5%	4.8µM*	13µM*	-1%	0%	-6%	4%	-1%	-2%	-9%
Tb PFK inh	0%	4%	8%	1%	-2%	10%	-4%	-4%	2%	4%	-7%
NPC1 prom act	0%	-5%	-1%	-2%	-2%	-1%	1%	-4%	-1%	-1%	-11%
uPA generation	-1%	-12%	0%	-9%	?	-5%	1%	3%	-1%	13%	3%
RORg inh	23%	-6%	?	?	43%	-19%	22%	-8%	-5%	5%	7.1µM*
Gal4-VP16 FLuc	-9%	?	11µM*	?	-24%	0%	4%	-5%	-6%	0%	16µM*

One compound at a time (already shown):
CN1/C(=C/C(=O)C2CC2)C(C)(C)c2ccccc21 across the screens: ELG1 genotoxic = -4%; Rab9 prom act = -3%; Giardia killer = 6; Coupling enz = 0; KCNH2 3.1 block = -7; FLuc counter = 5%; Tb PFK inh = 4%; NPC1 prom act = -5%; uPA generation = -12%; RORg inh = -6%; Gal4-VP16 FLuc = ?
CCC(OC(=O)CN1C(=O)C(=O)c2ccccc21)C(=O)Nc1ccc(S(N)(=O)=O)cc1 (stereo not given) across the screens: ELG1 genotoxic = -9%; Rab9 prom act = -1%; Giardia killer = -14; Coupling enz = -10; KCNH2 3.1 block = -11; FLuc counter = 4%; Tb PFK inh = -4%; NPC1 prom act = -4%; uPA generation = 3%; RORg inh = -8%; Gal4-VP16 FLuc = -5%
